High-throughput results deposited in PubChem by several laboratories.
KCNQ1 act: human KCNQ1 channel potentiation or activation | CHO-K1 KCNQ1, thallium flux FluxOR fluorescence; hits give high values | B-score at 10 µM | actives 0.35% (n = 310,000) | AID 2648;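 active = fluorescence ratio B-score, a plate-corrected score, at least three library SD, with initial intensity B-score within 5 SD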
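Assay system: CHO-K1 cells stably expressing KCNQ1. Medium: assay buffer for compound exposure, DMSO matched across wells. Timing: 37 °C overnight plating, 90-min dark dye load, 20-min compound pretreatment. Signal: kinetic FluxOR fluorescence, 10 s baseline plus 110 s post-stimulus.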
KCNK9 block: inhibitors of human KCNK9 two-pore domain potassium channel; HEK293 KCNK9, FluxOR thallium flux fluorescence; hits give low values; AID 488922; actives 1.2% (n = 310,000); B-score at 10 µM; Q9NPC2;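 active = ratio B-score over 3 SD below the library mean, with starting fluorescence within 5 SD of its mean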;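 note: negative B-score means less thallium flux so channel inhibition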
Dyrk1A ADPGlo: Dyrk1A (rat) kinase inhibition | actives 0.43% (n = 310,000) | ADP-Glo luminescence, NFATc1 peptide | Q63470 | inhibition, % at 12.5 µM | AID 504441; in the data active = inhibition above about 50%;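 note: plate controls were vehicle with enzyme for no effect and no enzyme for full effect; many of its hits are not listed in these tables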
TMEM16A act: activators or potentiators of mouse TMEM16A chloride channel | Q8BHY3 | HEK293 TMEM16A/YFP-H148Q/I152L, iodide quench fluorescence; hits give low values | B-score at 10 µM | actives 0.3% (n = 340,000);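 active = fluorescence-ratio B-score plate-corrected deviation score at least 3 library SD below zero, with starting fluorescence score within 5 deviations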;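 note: channel opened by trigger with iodide after compound preincubation; score built on the fluorescence ratio of max minus min over baseline; more negative score means more quench and so TMEM16A activation or potentiation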
HDAC3 inh: inhibitors of human histone deacetylase 3 | O15379 | recombinant HDAC3, fluorogenic peptide/trypsin coupled, fluorescence | inhibition, % at 8.3 µM | actives 0.15% (n = 320,000) | AID 2718; in the data active = inhibition above about 26%, passing the limit was not always enough; inconclusive = no clear call, values can overlap the other calls
hERG rescue: hERG (human) protection from proarrhythmic block. actives 0.51% (n = 310,000). CHO-hERG, FluxOR thallium flux, dofetilide IC70 present. Q12809. activation (rescue from dofetilide block), less the hit threshold, % at 10 µM;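 active = activation above the mean of controls blocked by dofetilide plus 5 SD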;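 note: thallium influx through hERG after potassium depolarization seen as dye fluorescence rise; in these data hits start at about 4.7%; inactives centre near -7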
KCNQ1 block: blocks the human KCNQ1 potassium channel | B-score at 10 µM | CHO-K1 KCNQ1, FluxOR thallium flux fluorescence; hits give high values | actives 1.3% (n = 310,000) | P51787 | AID 2642;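 active = compounds whose thallium flux B-score, printed positive for inhibition, exceeds three library SD while starting fluorescence stays within three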;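 note: channel opened by potassium depolarization with thallium stimulus after 20 min compound exposure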
TRPC4 potent: allosterically enhances the mouse TRPC4 cation channel | HEK293 TRPC4beta/mu-opioid, DAMGO EC20, Fluo-4 Ca2+ flux; hits give high values | AID 2227 | actives 0.42% (n = 310,000) | Q9QUQ5 | B-score at 10 µM;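 active = B-score of calcium response area above 5 SD of library B-scores, with initial fluorescence ratio within 5 SD of library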;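 note: B-score of integrated fluorescence ratio over time as area under calcium response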
Target sequence (Q9QUQ5 whole entry, looked up): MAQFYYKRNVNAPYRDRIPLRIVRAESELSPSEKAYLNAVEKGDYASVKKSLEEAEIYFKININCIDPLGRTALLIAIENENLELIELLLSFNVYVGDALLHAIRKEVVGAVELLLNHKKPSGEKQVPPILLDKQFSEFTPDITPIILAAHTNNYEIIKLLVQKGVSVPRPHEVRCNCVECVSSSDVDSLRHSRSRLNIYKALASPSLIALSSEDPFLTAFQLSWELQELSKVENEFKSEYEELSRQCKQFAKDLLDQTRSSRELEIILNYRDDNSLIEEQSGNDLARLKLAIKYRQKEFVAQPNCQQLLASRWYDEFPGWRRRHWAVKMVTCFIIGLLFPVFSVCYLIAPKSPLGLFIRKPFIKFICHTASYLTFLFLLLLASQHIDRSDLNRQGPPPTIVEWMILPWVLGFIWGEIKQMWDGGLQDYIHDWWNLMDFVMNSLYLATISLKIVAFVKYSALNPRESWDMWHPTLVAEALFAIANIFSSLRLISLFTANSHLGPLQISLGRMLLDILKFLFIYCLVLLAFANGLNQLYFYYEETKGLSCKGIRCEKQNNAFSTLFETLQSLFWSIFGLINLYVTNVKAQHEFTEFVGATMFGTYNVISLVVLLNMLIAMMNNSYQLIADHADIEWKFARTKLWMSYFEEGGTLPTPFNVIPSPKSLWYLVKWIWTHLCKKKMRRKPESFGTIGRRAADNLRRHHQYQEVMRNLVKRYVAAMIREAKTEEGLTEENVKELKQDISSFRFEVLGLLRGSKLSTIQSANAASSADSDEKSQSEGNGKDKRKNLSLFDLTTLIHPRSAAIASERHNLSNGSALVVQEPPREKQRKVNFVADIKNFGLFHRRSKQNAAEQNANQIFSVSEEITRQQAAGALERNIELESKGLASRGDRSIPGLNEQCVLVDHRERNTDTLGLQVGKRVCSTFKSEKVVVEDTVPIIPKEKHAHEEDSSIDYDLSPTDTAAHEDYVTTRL
TRPC4 agonist: activators of mouse TRPC4 channel; HEK293 TRPC4beta/mu-opioid, Fluo4 calcium fluorescence; hits give high values; Q9QUQ5; AID 2237; actives 0.49% (n = 310,000); B-score at 10 µM;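 active = B-score above 5 SD of library B-scores, and initial fluorescence ratio not above library mean plus 5 SD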;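 note: positive B-score marks a calcium rise read as TRPC4 activation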
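system = HEK293 cells stably co-expressing mouse TRPC4beta and mu-opioid receptor | schedule = Fluo4 dye loading 45 min at room temperature, 110 s recording | measure = B-scored integrated calcium fluorescence ratio | signal = Fluo4 calcium-sensitive dye fluorescence, kinetic, 1 Hz baseline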
KCNK3 inh: human KCNK3 channel inhibition, primary screen; CHO-KCNK3 thallium flux, FluxOR fluorescence; hits give low values; B-score at 10 µM; actives 0.84% (n = 340,000);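 active = B-score under library mean minus 4 SD, starting fluorescence ratio at most library mean plus 5 SD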;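 note: more negative B-score means stronger inhibition of thallium flux through KCNK3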
ANO1 block: inhibitors of mouse TMEM16A calcium-activated chloride channel; HEK293 TMEM16A/YFP iodide influx fluorescence, ionomycin; normalized B-score (activity score, 25-100; higher = stronger inhibition) at 10 µM; AID 588511; actives 1.2% (n = 310,000);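 active = ratio plate-corrected score three or more library SD toward inhibition, starting fluorescence score within five deviations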;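 note: score derived from kinetic fluorescence span divided by baseline fluorescence per well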
Numbers without * were called inactive; i = inactive; ? = inconclusive; . = not tested or not shown. A portion of the library; rates above refer to the full screens.

SMILES	KCNQ1 act	KCNK9 block	Dyrk1A ADPGlo	TMEM16A act	HDAC3 inh	hERG rescue	KCNQ1 block	TRPC4 potent	TRPC4 agonist	KCNK3 inh	ANO1 block
Cc1ccc(N2CC(C(=O)OCC(=O)C(C)(C)C)CC2=O)cc1C (configuration not stated)	i	i	-2.5	i	4.5	-8.3	i	i	i	i	i
Cc1cccc(NC(=S)N(Cc2ccc(Cl)cc2)Cc2ccc(C(=O)O)cc2)c1	i	i	-1.1	i	-1.3	-9.3	i	i	i	i	i
Cc1ccccc1Nc1nc(N)nc(COC(=O)c2ccc(O)cc2)n1	i	i	-1.8	i	7.3	-3.3	i	i	i	i	i
c1ccc(-c2ccccc2OCCN2CCCC2)cc1	i	i	0.2	i	-17.3	-2.5	i	i	i	i	i
COc1ccc2nc(NC(=O)c3ccc(-c4cccc([N+](=O)[O-])c4)o3)sc2c1	i	i	.	.	-1.4	-7.2	i	i	i	.	i
Clc1ccc(Nc2ccc3ccccc3n2)cc1	i	i	10.3	i	8.0	-9.9	i	i	i	i	i
CSc1nc(N2CCOCC2)c2c(c1C#N)CC(C(C)C)OC2 (configuration not stated)	i	i	2.7	i	7.4	-2.3	i	i	i	i	i
CC(C)(C)C(=O)Nc1ccc(NC(=O)c2ccco2)nc1	i	i	4.3	i	3.3	-5.7	i	i	i	i	i
CC(C)NS(=O)(=O)c1ccc(OCC(=O)Nc2ccccc2F)cc1	i	i	6.4	i	-0.7	-0.7	i	i	i	i	i
CN(C)C1=NC[C@H](Cc2ccccc2)N1CCCCc1ccccc1	.	.	-8.7	i	-3.2	.	.	.	.	i	i
CC1CCN(c2ncccc2C(=O)O)CC1	i	i	1.4	i	2.3	-5.4	i	i	i	i	i
Cc1ccc(NC(=O)CSc2nnc(-c3ccncc3)n2C)cc1S(=O)(=O)N1CCOCC1	i	i	-1.6	i	-8.8	-6.3	i	i	i	i	i
C=CCNC(=S)NNC(=O)C(CCC(C)C)CC(C)O (configuration not stated)	i	i	0.5	i	-2.4	-10.9	i	i	i	i	i
CCOC(=O)CNC(=O)CNC(=O)c1ccc(OC(C)C)cc1	i	i	.	i	-6.9	-0.5	i	i	i	i	i
CCOC(=O)Cn1c(=S)[nH]c2c(oc3ccc(Cl)cc32)c1=O	12*	i	3.5	i	-6.4	-14.0	i	i	i	i	i
Cc1cc(C)c(N(CC(=O)NC(C)(C)C)C(=O)CNC(=O)c2cccs2)c(C)c1	i	i	-2.8	i	1.8	-6.8	i	i	i	i	i
Cn1ccs/c1=N\S(=O)(=O)c1ccc(Br)cc1	i	i	-4.1	i	-0.3	-7.8	i	i	i	i	i
CCCCCCc1nc(C(N)=O)c2[nH]c(=O)n(-c3ccc(OC)cc3OC)c2n1	i	i	-3.7	i	11.0	-7.1	i	i	i	i	i
CC(=O)C1C(=O)c2c(cccc2[N+](=O)[O-])C1=Nc1cccc(Cl)c1 (configuration not stated)	i	i	7.7	i	1.6	-9.1	i	i	i	i	i
COc1cc2c(cc1NC(=O)COC(=O)C1CC(=O)N(Cc3ccco3)C1)oc1ccccc12 (configuration not stated)	i	i	7.0	i	-0.5	-2.8	i	i	i	i	i
CC(C)(C)OC(=O)NCc1n[nH]c(=S)n1C1CC1	i	i	-1.2	i	1.1	-9.2	i	i	i	i	i
Cc1ccc2cc(CN(C(=O)c3ccco3)c3ccccc3C)c(=O)[nH]c2c1	i	i	-4.9	i	4.4	-2.8	i	i	i	i	i
CCOC(=O)C(=O)N/N=C/c1ccco1	i	i	6.7	i	8.8	-1.9	i	i	i	i	i
CCOC(=O)N1CCc2c(sc(NC(=O)C3COc4ccccc4O3)c2C(N)=O)C1 (configuration not stated)	i	i	-3.0	i	-11.4	-3.7	i	i	i	i	i
CCOc1ccc(-c2nn[nH]n2)cc1OCC	i	i	-4.7	i	-3.5	-5.3	i	i	i	i	i
c1ccc(COCC2CCNCC2)cc1	i	i	4.7	i	-3.2	-4.7	i	i	i	i	i
CCCC(NC(=O)Cc1c(C)c2c(cc(C)c3c(C)coc32)oc1=O)C(=O)O (configuration not stated)	i	i	4.1	i	-22.4	-4.1	i	i	i	i	i
CC(NCC(O)COc1ccc2ccccc2c1)c1ccccc1 (configuration not stated)	i	i	5.1	i	2.6	-6.6	i	i	i	i	i
O=C1CCC(C(=O)Nc2cccc(C(F)(F)F)c2)N1 (configuration not stated)	i	i	4.4	i	-3.3	-4.9	i	i	i	i	i
O=C(c1ccc(F)cc1)N1CCN(c2cnn(-c3ccccc3)c(=O)c2Cl)CC1	i	i	-0.4	i	8.9	-6.6	i	i	i	i	i
COc1ccccc1C(=O)COC(=O)c1nc2nc(C)cc(C)n2n1	i	i	-2.6	i	-1.6	-9.9	i	i	i	i	i
CCOc1ccccc1N(CC(=O)Nc1ccccc1F)S(=O)(=O)c1ccccc1	i	i	2.3	i	-0.3	-7.1	i	i	i	i	i
Cc1cccc(NC(=O)C(Cc2ccccc2)n2cccc2)c1 (configuration not stated)	i	i	-0.6	i	5.1	-15.3	i	i	i	i	i
COc1ccc(S(=O)(=O)N(CCc2ccccc2)CC(=O)O)cc1Cl	i	i	-5.5	i	1.3	-7.8	i	i	i	i	i
COC(=O)c1ccc(NCN2C(=O)C3C4CCC(C4)C3C2=O)cc1 (configuration not stated)	i	i	4.1	i	-11.4	-11.0	i	i	i	i	i
Cc1cc(Nc2cccc(O)c2)c2ccccc2n1	i	i	.	.	11.3	-4.1	i	i	i	.	i
CC(=O)Nc1ccc2c(c1)nc(CCN1CCN(C)CC1)n2C	i	i	-11.2	i	-0.6	-6.5	i	i	i	i	i
COc1ccc(/C=C/C(=O)N(C)C2CCS(=O)(=O)C2)cc1OC (configuration not stated)	i	i	0.7	i	3.0	-7.0	i	i	i	i	i
CC(C)(C)n1nc2c(c1NC(=O)c1ccccc1)CS(=O)(=O)C2	i	i	2.9	i	1.4	-6.2	i	i	i	i	i
COc1ccc(-n2c(SCCNCCO)nc3sc4c(c3c2=O)CCCC4)cc1	i	i	9.3	i	3.0	-8.4	i	i	i	i	i
CO[C@@H]1O[C@@H]2COC(c3ccccc3)O[C@@H]2[C@@H](OC)[C@@H]1O (some centres not stated)	i	i	-4.9	i	7.8	-6.8	i	i	i	i	i
COCCn1c(SCc2ccc(Cl)cc2)nc2c1c(=O)[nH]c(=O)n2C	i	i	.	i	2.6	-8.9	i	i	i	i	i
CCCC(C(=O)NC1CCCCC1)N(Cc1ccco1)C(=O)CNS(=O)(=O)c1ccccc1 (configuration not stated)	i	i	3.8	i	1.2	-3.8	i	i	i	i	i
CC(=O)Nc1ccc(S(=O)(=O)NCCC(=O)OCC(=O)c2ccc(Br)cc2)cc1	i	i	.	i	0.0	-8.4	i	i	i	i	i
CC(=O)Oc1cc2c(cc1Cl)C(c1cccs1)CC1(CC(C)(C)NC(=S)N1)O2 (configuration not stated)	i	i	-2.9	i	-1.3	-9.3	i	i	i	i	i
COc1ccc(-c2[nH]ncc2CN2CCN(Cc3cccs3)CC2)cc1F	i	i	.	i	6.3	-6.1	i	i	i	i	i
O=C(c1ccc(CS(=O)Cc2cccc(Cl)c2)o1)N1CCN(C2CCCCC2)CC1 (configuration not stated)	i	i	-1.6	i	-1.7	-1.9	i	i	i	i	i
COc1ccc(N=C2NC(=O)S/C2=C\c2ccc(N(C)C)cc2)cc1	i	i	-1.0	i	2.4	-15.3	7*	i	i	i	i
Cc1ccc(CN2CCN(/N=C/c3ccc(C(F)(F)F)cc3)CC2)cc1	i	i	-0.1	i	0.1	-6.4	i	i	i	i	i
Cc1cccc(-c2nc3ccccc3c(=O)n2NC(=O)c2cccs2)c1	i	i	.	i	3.6	-9.5	i	i	i	i	i
Following part.
SMILES	KCNQ1 act	KCNK9 block	Dyrk1A ADPGlo	TMEM16A act	HDAC3 inh	hERG rescue	KCNQ1 block	TRPC4 potent	TRPC4 agonist	KCNK3 inh	ANO1 block
Cc1[nH]c2ccccc2c1C(=O)C(=O)NC1CC1	i	i	-5.4	i	0.9	-5.1	i	i	i	i	i
N/C(Cn1nnc(-c2ccccc2)n1)=N\O	i	i	13.9	i	-5.2	-10.8	i	i	i	i	i
O=C(NCCSCc1ccco1)Nc1cccc(Cl)c1	i	i	1.5	i	1.0	-8.9	i	i	i	i	i
O=C(NCCS(=O)(=O)N1CCN(Cc2ccccc2)CC1)c1ccccc1	i	i	3.7	i	?	-10.0	i	i	i	i	i
Cc1ccnc(NC(=O)C2CCN(S(=O)(=O)c3c(C)c(C)cc(C)c3C)CC2)c1	i	i	6.5	i	14.1	-17.8	i	i	i	i	i
NC(=O)c1nn(-c2ccccc2)nc1N	i	i	18.4	i	-155.9	-10.3	i	i	i	i	i
Cc1cccc(OCCCC(=O)NC(C)c2ccccc2)c1 (configuration not stated)	i	i	-0.4	i	1.1	-7.0	i	i	i	i	i
CCOC(=O)N1CCC(c2nc3ccccc3[nH]2)CC1	i	i	-8.6	i	1.8	-9.0	i	i	i	i	i
COc1cccc(/C(O)=C2/C(=O)C(=O)N(c3cc(C)on3)C2c2cccs2)c1 (configuration not stated)	i	i	-2.6	i	1.6	-5.6	i	i	i	i	i
N#C/C(=C\C1CC2C=CC1C2)c1nc2ccccc2[nH]1 (configuration not stated)	i	i	-2.3	i	7.8	-14.5	i	i	i	i	i
Cc1ccc(C(=O)OCC(=O)NCc2ccc3c(c2)OCO3)s1	i	i	8.4	i	3.4	-5.1	i	i	i	i	i
CCC[C@H]1COCCS(=O)(=O)N1Cc1ccc(Br)cc1	i	i	.	.	2.1	3.3	i	i	i	.	i
CN1C(C)(C)CCCC1(C)C	.	.	-1.9	i	1.2	.	.	.	.	i	i
Cc1ccccc1-n1c(=O)c(C#N)cc2c(=O)n3ccccc3nc21	i	i	-0.8	i	-243.0	-4.1	i	i	i	i	100*
C=C(C)COc1ccc(-c2[nH]ncc2-c2ccc(OC)c(OC)c2)c(O)c1	i	i	2.8	i	4.9	-6.0	i	i	i	i	i
CC(=O)c1cccc(NC(=O)COC(=O)c2cccs2)c1	i	i	1.9	i	-4.1	-9.5	i	i	i	i	i
COC(=O)N/N=C/c1cccc([N+](=O)[O-])c1	i	i	-1.5	i	1.9	-6.3	i	i	i	i	i
c1ccc(CNc2nc3ccccc3n2CCN2CCOCC2)nc1	i	i	18.2	i	5.6	-3.7	i	i	i	i	i
COc1cccc(CN2CC(C(=O)N(C)Cc3ccnc4ccccc34)CCC2=O)c1 (configuration not stated)	i	i	-0.2	i	0.3	-6.0	i	i	i	i	i
